EBV gp42 block: blocks Epstein-Barr virus glycoprotein 42 binding; 220,000 compounds, 0.42% hits; Q1HVG2; Fluorescence polarization binding assay, mP read-out; inhibition, % (tested at 21.74 µM); AID 1085; in the data active = inhibition above about 50%
CHOP inhibitor: inhibitors of CHOP induction in ER stress response | AID 2732 | 220,000 compounds, 3.8% hits | CHO-K1 CHOP-promoter luciferase, tunicamycin-induced, 15-18 h | inhibition, % at 10 µM;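 active = compounds that reduced the stress-induced luciferase reporter signal by more than about 70% of percent inhibition, limit read from the data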;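 note: 0% = tunicamycin plus vehicle and 100% = wells without tunicamycin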
PPC-1+TRAIL kill: PPC-1 cancer cell killing with TRAIL present. cell killing (% activity), % at 4 µM. PPC-1 cells + TRAIL, ATPLite viability luminescence. 220,000 compounds, 0.41% hits;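 active = cell killing above 50% in the first pass at 4 µM, then a duplicate retest at 5 µM averaging 50% or more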;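 note: plate controls were cells with TRAIL plus DMSO for no effect and medium-only wells lacking cells for full effect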
Mdm2 ligase inh: Mdm2 E3 ligase (human) inhibition | Q00987 | cell-based MDM2 ubiquitination luciferase reporter, 2 h; 0 = plate control, 100 = twice control, blank-subtracted | signal enhancement, % at 5 µM | 210,000 compounds, 0.11% hits | AID 1230;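 active = signal enhancement of 30% or more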;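 note: luminescence tracks abundance of the self-degrading MDM2-luciferase fusion protein; higher signal means inhibition of MDM2 E3 ligase activity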
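Test system: mammalian cells stably expressing self-ubiquitinating, self-degrading MDM2 E3–luciferase fusion; Amount: 2000 cells in each well; Medium: DMEM; Schedule: 4 h settle plus 2 h compound, 37 °C; Technique: SteadyLite luciferase luminescence after 15 min room-temperature reagent incubation; Benchmarks: plate control and blank wells.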
TNF necrop inh: blocks TNF-alpha induced death of Jurkat FADD-/- cells. Jurkat FADD-/- TNF necroptosis rescue, ATP luminescence, 24 h; 0 = TNF only, 100 = no-TNF cells. activation (protection from cell death), % at 10 µM. 220,000 compounds, 0.068% hits. AID 463075;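 active = activation, meaning protection from cell death, of at least 50% relative to plate controls; inactive = activation below 50%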;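 note: necroptosis triggered by 40 ng/mL TNF-alpha added together with compound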
Runt-SMMHC FRET: blocks binding of human RUNX1 Runt domain to CBFb-SMMHC. 220,000 compounds, 0.74% hits. Q01196+Q13951. inhibition, % at 20 µM. Cerulean-Runt/Venus-CBFb-SMMHC FRET ratio 530/480, 1 h. AID 1434;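 active = mean inhibition across duplicate retests at 20 µM reaching about 50%, limit read from the data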;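 note: 0% = DMSO wells and 100% = wells with excess untagged CBFb-SMMHC; inhibitors lower the FRET ratio by blocking Runt binding to CBFb-SMMHC; some results filed as inactive read as strong as hits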
p47phox inh: blocks human p47phox regulatory protein of NADPH oxidases | P14598 | p47phox/p22phox peptide binding, fluorescence polarization, 2 h | AID 1274 | inhibition, % at 24.7 µM | 220,000 compounds, 0.53% hits;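 active = inhibition above about 30%, limit read from the data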;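 note: 0% = p47phox with labelled peptide and 100% = labelled peptide alone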
Target sequence (P14598 whole entry, looked up): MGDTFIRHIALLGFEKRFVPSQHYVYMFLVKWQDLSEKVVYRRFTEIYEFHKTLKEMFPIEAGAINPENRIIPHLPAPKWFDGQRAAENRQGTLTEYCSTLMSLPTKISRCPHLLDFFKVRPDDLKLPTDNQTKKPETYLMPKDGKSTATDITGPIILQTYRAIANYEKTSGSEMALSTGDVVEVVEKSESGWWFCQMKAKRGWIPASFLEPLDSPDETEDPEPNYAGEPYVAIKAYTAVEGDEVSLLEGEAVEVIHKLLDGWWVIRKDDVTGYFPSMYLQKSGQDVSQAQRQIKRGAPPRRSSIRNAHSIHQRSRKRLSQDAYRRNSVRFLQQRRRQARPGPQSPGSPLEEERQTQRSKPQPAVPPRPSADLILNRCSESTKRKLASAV
TRPML3 agonist: activates the human TRPML3 channel; HEK293 TRPML3-YFP, Fluo-8 calcium fluorescence; 100% = the carbachol control signal; activation, % at 3 µM; 220,000 compounds, 0.29% hits; AID 1448;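 active = activation above its plate's cutoff, the mean activation of the plate's test wells plus 3 SD, cut at about 12% in these data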;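 note: 0% = DMSO only wells and 100% = carbachol wells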
Target sequence (Q8TDD5 whole entry, looked up): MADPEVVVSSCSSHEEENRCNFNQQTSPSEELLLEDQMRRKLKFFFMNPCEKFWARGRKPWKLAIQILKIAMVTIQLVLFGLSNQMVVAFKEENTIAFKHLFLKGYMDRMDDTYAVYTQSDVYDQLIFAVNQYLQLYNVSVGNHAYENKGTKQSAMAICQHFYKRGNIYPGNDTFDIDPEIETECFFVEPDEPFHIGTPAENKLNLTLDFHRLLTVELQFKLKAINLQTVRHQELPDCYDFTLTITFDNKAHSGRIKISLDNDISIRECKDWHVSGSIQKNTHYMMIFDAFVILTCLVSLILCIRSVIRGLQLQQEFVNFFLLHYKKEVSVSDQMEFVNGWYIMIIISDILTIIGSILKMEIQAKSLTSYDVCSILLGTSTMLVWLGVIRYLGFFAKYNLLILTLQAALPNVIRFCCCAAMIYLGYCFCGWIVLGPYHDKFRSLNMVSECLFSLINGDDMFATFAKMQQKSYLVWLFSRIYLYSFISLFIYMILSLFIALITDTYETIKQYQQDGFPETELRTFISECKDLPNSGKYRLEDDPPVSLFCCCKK
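Test system – HEK293 line with stable expression of human TRPML3-YFP channel · Control set – carbachol 87 µM final as high control (100%), DMSO as low control (0%) · Signal – Fluo-8 calcium dye fluorescence, ex 470-495, em 515-575 nm · Incubation – 1-h 37 °C dye load, 5-s basal, 120-s post-compound reads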
zfTRPN1 agonist: activates the zebrafish TRPN1 channel | HEK293 zebrafish TRPN1-YFP, Fluo-8 calcium fluorescence; 100% = response to 87 µM carbachol | activation, % at 3 µM | 220,000 compounds, 0.18% hits | AID 1424;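 active = activation above its plate's cutoff, the mean activation of test wells on that plate plus 3 SD, cut at about 19% in these data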;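 note: 0% = DMSO alone and 100% = 87 µM carbachol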
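System: zebrafish TRPN1-YFP in HEK293 cells / Dosing: 3 µM single point / Timing: dye loading 1 h at 37 °C, then 30 min room temperature / Signal: Fluo-8 calcium fluorescence, excitation 470-495 nm, emission 515-575 nm / Read-out basis: percent activation from peak over basal fluorescence ratio, control-normalized / Control set: high carbachol 87 µM, low DMSO alone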
* = called active by the depositor; x = no result given; [ ] = remark or other dose. Not a hit list. Share with any hit: about 5.9%.

Value order: EBV gp42 block	CHOP inhibitor	PPC-1+TRAIL kill	Mdm2 ligase inh	TNF necrop inh	Runt-SMMHC FRET	p47phox inh	TRPML3 agonist	zfTRPN1 agonist
- COc1ccccc1NC(=O)N1CCN(c2cc(-c3ccccc3)nc3ncnn23)CC1
→ -2	14	9	-5	-6.3	0	-5	0.1	0.9
- Cc1ccc(-c2cc(C(F)F)n3ncc(C(=O)N4CCCCC4c4cccnc4)c3n2)cc1 (centres undefined)
→ -1	51	26	4	-5.7	0	12	0.1	0.7
- O=C(CC1Nc2ccccc2NC1=O)NCC1COc2ccccc2O1 (centres undefined)
→ -20	1	-5	-8	-0.1	-1	-33	0.0	-0.4
- O=C(CCn1c(=O)sc2ccccc21)NCc1ccc2c(c1)OCO2
→ -12	23	16	x	1.4	0	-11	-0.1	-1.6
- CCOCCCNC(=O)C(NC(=O)c1ccc(NC(C)=O)cc1)c1ccccc1 (centres undefined)
→ -12	6	30	-11	0.7	-2	6	0.8	-0.8
- CCNC(=S)NNC(=O)c1csc(C(C)C)c1
→ -23	-33	2	x	-1.8	-6	-4	0.6	0.2
- Cc1ccc(-n2c(SCC(=O)NCCN3C(=O)CSC3=O)nnc2-c2ccccc2F)cc1
→ 1	-10	24	-14	-0.9	-1	-1	-0.6	0.4
- COCCN1C(=O)c2ccc(C(=O)Nc3nccs3)cc2C1=O
→ -12	13	-2	-13	-0.4	-2	-6	1.4	1.1
- O=C(Nc1cnc2ccccc2c1)C1COc2ccccc2O1 (centres undefined)
→ -10	-3	-2	5	6.3	2	-7	-0.4	1.2
- NC(=O)C(CC(=O)O)NC(=O)[C@@H]1CCCCNc2c(I)cc([N+](=O)[O-])cc2C(=O)N[C@@H](CO)C(=O)NCC(=O)N1 (some centres undefined)
→ -9	-19	-15	x	2.5	0	0	0.9	0.6
- O=C(NC(=S)Nc1ccc(CN2CCOCC2)cc1)c1cc2ccccc2o1
→ -10	14	19	-11	0.9	0	6	0.9	1.0
- COc1ccc([C@H]2[C@@H]3C=CCC[C@@]3(C)C(=O)N2Cc2ccccc2)cc1Cl
→ 6	58	11	16	-0.9	0	-18	x	x
- CCOC(=O)CSc1nc2ccc(Nc3nc(N4CCOCC4)nc(N4CCOCC4)n3)cc2s1
→ 5	59	22	x	-3.3	-8	-9	0.3	-0.4
- CC(C)C(OC(=O)c1cccs1)C(=O)NC1CCCCC1 (centres undefined)
→ -11	7	23	-8	0.2	3	-5	-0.3	-1.5
- CC(C)N1CCN(Cc2cc(F)ccc2-n2cccn2)CC1CCO (centres undefined)
→ -9	16	28	-9	1.0	0	2	0.5	-0.2
- O=C(c1cc(-c2ccccc2)on1)N1CCCc2ccccc21
→ -1	-2	20	-37	2.5	-7	-4	-0.5	-1.2
- CC(C)c1ccc2[nH]c(O)c(N=NC(=O)c3ccc(CSc4nncn4C)cc3)c2c1
→ 15	50	21	-3	-2.2	-5	-9	-0.1	-0.1
- CC(=O)Nc1ccc2c(c1)CN(c1cc(C)ccc1C)CO2
→ -9	28	18	-9	-1.5	-3	-8	1.3	5.0
- Cc1cccc(NC(=O)CC2NCCNC2=O)c1 (centres undefined)
→ -21	2	-22	-11	-1.0	1	-1	0.7	0.5
- CCC(=O)Nc1ccc(N2CCCCC2)c(C(=O)Nc2ccccc2C)c1
→ -3	72*	10	-13	-0.3	-2	6	0.5	-0.4
- O=C(CSc1n[nH]c(=O)n1Cc1ccco1)c1ccc(F)cc1
→ 1	10	20	-7	-0.1	2	-13	-0.3	1.3
- O=C(CCCc1nc2ccccc2s1)N1CCN(c2ccccc2F)CC1
→ -5	18	44	-8	0.9	-4	1	-0.5	-0.5
- Fc1ccc(CN2CCCCCCC2)cc1
→ -11	5	-4	-19	0.7	-1	-19	1.2	-0.3
- O=C(c1cccc(S(=O)(=O)N2CCCCC2)c1)N1CCN(S(=O)(=O)c2ccc(F)cc2)CC1
→ -29	2	12	-7	-0.8	0	-4	0.2	-1.6
- COCC(C)NC(=S)NCCc1ccc(Cl)cc1Cl (centres undefined)
→ -4	-17	x	-11	-4.7	0	-13	0.3	-0.7
- CCOC(=O)/C(=N\Nc1ccc(Cl)cc1)c1csc(Nc2ccccc2)n1
→ -21	-3	21	2	3.5	-21	-3	0.5	-0.4
- COCC(C)n1c(C)cc(C(=O)COC(=O)CNC(=O)c2ccccc2)c1C (centres undefined)
→ 2	41	8	-28	1.6	0	-11	1.0	-0.8
- CC(C)=CC(=O)N1CCC(N2CCC(C(=O)N3CCOCC3)CC2)CC1
→ -14	14	2	-6	0.4	6	-64	0.5	2.2
- CCN(CC)c1ccc2c(Cl)c(Br)c(=O)oc2c1
→ -23	94*	39	-16	-20	-14	-36	1.1	2.5
- O=C(Nc1ccccn1)c1ccc2ccccc2n1
→ -11	-32	38[5 µM]	-24	-7.3	-6	-24	-0.1	-0.8
- C[C@H](NC(=O)c1nc[nH]c1C(=O)NCCCCCNC(=O)OC(C)(C)C)C(=O)OC(C)(C)C
→ -8	12	11	x	-2.2	-7	-4	-0.2	-0.1
- CCn1c(SCC(=O)Nc2sc3c(c2C(N)=O)CCC(C)C3)nnc1-c1ccco1 (centres undefined)
→ -9	9	-15	-23	-0.1	13	-25	0.3	1.0
- COc1ccc(N2C(=O)C3CCCN3C2c2ccccc2F)cc1 (centres undefined)
→ -1	32	-1	-13	-0.2	-1	-7	-0.3	0.2
- O=C(Nc1cccc(F)c1)c1ccc(Br)o1
→ -8	-9	10	x	-0.3	-5	6	0.7	-0.5
- O=C(CN1CCN(c2ccccc2)CC1)Nc1nnc(-c2ccccc2)s1
→ -27	61	8	-2	1.1	-2	-14	0.3	-0.5
- CC(=O)c1c(C)nc2ccc(Br)cc2c1C(=O)O
→ -6	11	-8	-12	1.0	0	-15	-0.2	1.3
- O=C(Nc1ccc2oc(-c3ccncc3)nc2c1)c1ccc(F)cc1
→ -37	-7	22	-11	-2.3	-2	-25	1.6	1.4
- CCCCN(CC)S(=O)(=O)c1ccc(C(=O)Nc2nnc(-c3ccccc3Cl)o2)cc1
→ -21	88*	-17	-5	-4.2	2	-7	-0.3	-0.4
- CC(=O)c1ccc2c(c1)C1C=CCC1C(c1ccc(S(=O)(=O)N3CCOCC3)cc1)N2 (centres undefined)
→ 6	15	8	-11	1.1	-88	-2	0.8	0.0
- CC(C)Oc1ccc(CNC(=S)N/N=C/c2cccnc2)cc1
→ -8	10	14	-17	-3.1	0	-10	0.0	1.3
- COCC(=O)NC1CCCCCC1
→ -21	-4	-11	-95	0.4	0	-5	0.8	2.0
- COc1ccc(-n2c(C)c3c(OC)cccc(=O)c3c2C)cc1
→ 5	15	-25	-29	-3.2	0	16	0.8	0.5
- Nc1nc(-c2ccco2)nn1C(=O)c1ccc(Cl)cc1
→ -6	-1	48	-13	0.2	3	-9	-0.6	-0.6
- Cc1cc(C)n(-c2nc(NCCCN(C)C)c3c4c(sc3n2)COC(C)(C)C4)n1
→ 0	14	9	-5	2.6	-6	20	1.0	1.2
- OCCC1CN(Cc2ccon2)CCN1CCc1ccccc1 (centres undefined)
→ -10	7	12	-9	0.3	-2	5	0.9	0.9
- CC(C)(C)c1[nH]nc2c1C(c1ccc(OC(=O)c3ccco3)cc1)C(C#N)=C(N)O2 (centres undefined)
→ 23	-7	31	-19	-3.6	-2	-16	-1.0	-2.1
- Cc1cc(C)cc(NCc2cc(=O)oc3cc(-c4ccccc4)c(O)cc23)c1
→ -12	103*	12	-5	1.7	-24	-9	0.8	1.2
- Cc1ccc(C(=O)n2nc(-n3cccc3)c3c(C)cc(C)nc32)cc1
→ -11	47	-7	-7	0.7	0	-15	-0.3	-0.7
- CCOC(=O)N1CCN(C(=O)c2cc(OCC)c(OCC)c(OCC)c2)CC1
→ -12	31	10	-4	0.8	1	-4	-0.3	-0.3
- Cc1cc(C)c(S(=O)(=O)n2cnc3ccccc32)c(C)c1
→ -24	-31	22	-24	-0.6	0	-9	0.1	-0.7
- Cc1cc(C(F)F)n2nc(C(=O)Nc3c(F)cc(F)cc3Br)nc2n1
→ -2	-9	10	-23	-0.3	2	-4	0.4	0.1
- Cc1cc2ccccc2c(=O)n1CC(=O)NCC1COc2ccccc2O1 (centres undefined)
→ -30	33	5	-3	-2.9	1	-11	0.2	-0.5
- O=C(CN1CCCCC1)N1CCN(C(=O)CN2CCCCC2)CC1
→ 3	-9	8	-7	-0.7	-33	4	1.1	3.8
- CCCCC(=O)Nc1cc(C)c2c(=O)oc3ccccc3c2n1
→ -31	40	10	-6	-0.8	-7	-23	-0.4	-0.9
- O=C(NNC(=O)c1ccccc1Br)c1ccccc1Cl
→ -42	-10	0	-7	0.5	1	2	0.6	-1.9
- CCOC(=O)c1c(NC(N)=O)nc2n1CCC2
→ -7	0	x	-12	0.3	3	-7	0.4	0.5
